# MBNL1-CUG inh: qHTS Assay for Inhibitors of MBNL1-poly(CUG) RNA binding; 280,000 tested, 0.036% active; Muscleblind-like protein 1 (Homo sapiens), Q9NR56; TR-FRET MBNL1-His/biotin-(CUG)12 binding, 665/545 ratio; Potency, µM (top dose mostly 57.5 µM), for inactives: at the highest dose activity change, negative = inhibition, most hits filed as inhibitors; AID 2675, 2010; active = well fitted inhibition curve with a large enough effect in the signal ratio, with a control signal flat, not every such curve was filed as active; inconclusive = small, poorly fitted or top-dose-only effect, or effect the other way, or a change in a side signal; inactive = no such curve, though single readings can be large or run the other way; the % refers to the signal ratio; note: % is set by controls: 0 for no effect and ±100 for the full control effect
#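 His-tagged MBNL1 binding to biotinylated (CUG)12 RNA was measured by TR-FRET using terbium anti-His antibody (0.055 ng/ul final) and streptavidin-XL665 (5 nM final). Compounds were titrated 92 nM to 58 uM; 60 min at room temperature.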
# Rab9 promoter act: qHTS Assay for Rab9 Promoter Activators; Huh7 Rab9 promoter-luciferase reporter, luminescence, 24 h; Potency, µM (top dose mostly 9.22 µM), for inactives: at the top dose activation, negative = inhibition, hits mostly activators; 320,000 tested, 2.8% active; note: % of control where 0% means no effect; nearly all actives have a fitted effect of over 60% in size
#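 Huh7 cells stably carrying a Rab9 promoter-luciferase reporter, 1500 cells per well in OP-MEM I with 10% FBS, treated with compound 24 hours at 37C. Luciferase activity read by luminescence after 10 minutes with Amplite reagent.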
# uPA generation: qHTS for Inhibitors of Cell Surface uPA Generation. cell surface uPA generation assay, qHTS. 330,000 tested, 0.31% active. Potency, µM (top dose mostly 38.3 µM), inactives show at the top dose activity change, negative = inhibition, usual class: inhibitors; active = well fitted inhibition curve with a large enough effect; inconclusive = small, poorly fitted or top-dose-only effect; inactive = no such curve, though single readings can be large or run the other way; tested in mouse RAW 264.7 cells; note: % is set by controls: 0 for no effect and ±100 for the full control effect; nearly all actives have a fitted effect of over 55% in size
# ELG1 genotox: qHTS screen for small molecules that induce genotoxicity in human embryonic kidney (HEK293T) cells expressing luciferase-tagged ELG1; HEK293T ELG1-luciferase reporter, luminescence, 16 h; 330,000 tested, 1.3% active; Potency, µM (titrated, usually from 46 µM), for the others: at the highest dose activity change, positive = activation, usual class: activators; note: % of control where 0% means no effect; nearly all actives have a fitted effect of over 60% in size
#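 Genotoxicity was scored as increased ELG1-luciferase reporter signal, measured by ONE-Glo luminescence (30 min, room temperature). Compound or vehicle exposure of the HEK293T reporter cells lasted 16 hr at 37°C.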
# BRCA1 expr up: qHTS Assay to Identify Small Molecule Activators of BRCA1 Expression; MCF7-BRCA1-FFLuc reporter, luminescence, 48 h; response scale: scaled: vehicle 0%, 10 µM genistein 100%; Potency, µM (doses to about 46.1 µM), inactives show at the top dose activation, usual class: activators; 380,000 tested, 1.1% active; AID 624202, 2012; note: nearly all actives have a fitted effect of over 80% in size; some results filed as inactive show a strong effect at the top dose
#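 MCF7-BRCA1-FFLuc cells, 2000/well in phenol-red-free MEM, attached 2 h then treated 48 h at 37 C. Luciferase luminescence read 15 min after reagent; normalized to genistein maximum activation (10microM) and DMSO, concentration-response fitted.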
# NPC1 prom act: qHTS Assay for NPC1 Promoter Activators | Huh7 NPC1 promoter luciferase reporter, 24 h | Potency, µM (doses to about 9.22 µM), for inactives: top-dose activation, usual class: activators | 320,000 tested, 2.4% active;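 note: % of control where 0% means no effect; nearly all actives have a fitted effect of over 60% in size; reporter is driven by a mutant NPC1 promoter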
#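 Luminescence read-out of NPC1 promoter-driven luciferase in stably transfected Huh7 cells; compounds delivered in DMSO and left 24 h at 37C, 5% CO2, qHTS titration format.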
# RORgamma inh: qHTS for inhibitors of ROR gamma transcriptional activity | Drosophila S2 Gal4-RORgamma UAS-luciferase reporter, 20 h | Nuclear receptor ROR-gamma (Mus musculus), P51450 | AID 2551, 2010 | 310,000 tested, 5.4% active | Potency, µM (doses to about 53.6 µM), for inactives: at the highest dose activity change, negative = inhibition, usual class: inhibitors; note: % is set by controls: 0 for no effect and ±100 for the full control effect; nearly all actives have a fitted effect of over 60% in size
#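 ROR gamma transcriptional activity was tracked as Gal4-UAS luciferase output in stably transfected Drosophila Schneider cells, with compound added 1 hr before 700 uM copper sulfate induction and a 20 hr ambient-temperature incubation.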
# p53 reactivation: qHTS assay for re-activators of p53 using a Luc reporter; H1299 p53-A138V BP100-luciferase reporter, luminescence, 24 h; 320,000 tested, 0.063% active; Potency, µM (titrated, usually from 92.2 µM), without a hit: top-dose activity change, positive = activation, actives largely listed as activators; note: % of control where 0% means no effect; nearly all actives have a fitted effect of over 45% in size
#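 H1299 (p53-null), stable ts p53-A138V + BP100-Luc; 1000 cells/well, Opti-MEM/10% FBS; cpd 4 pt, 1:5; 24 h, 37 deg C, 5% CO2; detection reagent 10 min RT; luminescence.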
# FLuc modulator: qHTS profiling assay for firefly luciferase inhibitor/activator using purifed enzyme and Km concentrations of substrates (counterscreen for miR-21 project); Potency, µM (doses to about 57.5 µM), without a hit: at the top dose activity change, negative = inhibition, usual class: inhibitors; 360,000 tested, 6.9% active; Luciferin 4-monooxygenase (Photinus pyralis), P08659; purified FLuc, Km substrates, luminescence inhibition;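 note: plate controls were vehicle for no effect and reference inhibitor for full effect; nearly all actives have a fitted effect of over 55% in size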
#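 Purified P. pyralis luciferase (10nM final) with 10uM D-luciferin and 10uM ATP (Km levels) in 50mM Tris acetate pH 7.5, 10mM Mg acetate, 0.01% Tween-20, 0.05% BSA; qHTS 6-point titration, ~60 µM downward; luminescence read.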
# VP16 counter: VP16 counterscreen qHTS for inhibitors of ROR gamma transcriptional activity; Drosophila S2 Gal4-VP16 UAS-luciferase, luminescence, 20 h; Potency, µM (titrated, usually from 53.6 µM), for the others: at the top dose activity, negative = inhibition, usual class: inhibitors; 310,000 tested, 3.5% active; AID 2546, 2010;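 note: Gal4-VP16 expression switched on by copper sulfate through the metallothionein promoter; % is set by controls: 0 for no effect and ±100 for the full control effect; nearly all actives have a fitted effect of over 50% in size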
# CXXC DNA block: qHTS Fluorescence Polarization Assay for Inhibitors of MLL CXXC domain - DNA interaction. Histone-lysine N-methyltransferase 2A (Homo sapiens), Q03164. MLL-CXXC / FITC-HOXA9 DNA fluorescence polarization. Potency, µM (top dose mostly 115 µM), for the others: at the top dose activity change, negative = inhibition, hits mostly inhibitors. 290,000 tested, 0.037% active; active = well fitted inhibition curve with a large enough effect in the polarisation, with a control signal flat, not every such curve was filed as active; inconclusive = small, poorly fitted or top-dose-only effect, or effect the other way, or a change in a side signal; inactive = no such curve, though single readings can be large or run the other way; the % refers to the polarisation
# Target sequence (Q03164 whole entry, looked up, the tested form may be a part): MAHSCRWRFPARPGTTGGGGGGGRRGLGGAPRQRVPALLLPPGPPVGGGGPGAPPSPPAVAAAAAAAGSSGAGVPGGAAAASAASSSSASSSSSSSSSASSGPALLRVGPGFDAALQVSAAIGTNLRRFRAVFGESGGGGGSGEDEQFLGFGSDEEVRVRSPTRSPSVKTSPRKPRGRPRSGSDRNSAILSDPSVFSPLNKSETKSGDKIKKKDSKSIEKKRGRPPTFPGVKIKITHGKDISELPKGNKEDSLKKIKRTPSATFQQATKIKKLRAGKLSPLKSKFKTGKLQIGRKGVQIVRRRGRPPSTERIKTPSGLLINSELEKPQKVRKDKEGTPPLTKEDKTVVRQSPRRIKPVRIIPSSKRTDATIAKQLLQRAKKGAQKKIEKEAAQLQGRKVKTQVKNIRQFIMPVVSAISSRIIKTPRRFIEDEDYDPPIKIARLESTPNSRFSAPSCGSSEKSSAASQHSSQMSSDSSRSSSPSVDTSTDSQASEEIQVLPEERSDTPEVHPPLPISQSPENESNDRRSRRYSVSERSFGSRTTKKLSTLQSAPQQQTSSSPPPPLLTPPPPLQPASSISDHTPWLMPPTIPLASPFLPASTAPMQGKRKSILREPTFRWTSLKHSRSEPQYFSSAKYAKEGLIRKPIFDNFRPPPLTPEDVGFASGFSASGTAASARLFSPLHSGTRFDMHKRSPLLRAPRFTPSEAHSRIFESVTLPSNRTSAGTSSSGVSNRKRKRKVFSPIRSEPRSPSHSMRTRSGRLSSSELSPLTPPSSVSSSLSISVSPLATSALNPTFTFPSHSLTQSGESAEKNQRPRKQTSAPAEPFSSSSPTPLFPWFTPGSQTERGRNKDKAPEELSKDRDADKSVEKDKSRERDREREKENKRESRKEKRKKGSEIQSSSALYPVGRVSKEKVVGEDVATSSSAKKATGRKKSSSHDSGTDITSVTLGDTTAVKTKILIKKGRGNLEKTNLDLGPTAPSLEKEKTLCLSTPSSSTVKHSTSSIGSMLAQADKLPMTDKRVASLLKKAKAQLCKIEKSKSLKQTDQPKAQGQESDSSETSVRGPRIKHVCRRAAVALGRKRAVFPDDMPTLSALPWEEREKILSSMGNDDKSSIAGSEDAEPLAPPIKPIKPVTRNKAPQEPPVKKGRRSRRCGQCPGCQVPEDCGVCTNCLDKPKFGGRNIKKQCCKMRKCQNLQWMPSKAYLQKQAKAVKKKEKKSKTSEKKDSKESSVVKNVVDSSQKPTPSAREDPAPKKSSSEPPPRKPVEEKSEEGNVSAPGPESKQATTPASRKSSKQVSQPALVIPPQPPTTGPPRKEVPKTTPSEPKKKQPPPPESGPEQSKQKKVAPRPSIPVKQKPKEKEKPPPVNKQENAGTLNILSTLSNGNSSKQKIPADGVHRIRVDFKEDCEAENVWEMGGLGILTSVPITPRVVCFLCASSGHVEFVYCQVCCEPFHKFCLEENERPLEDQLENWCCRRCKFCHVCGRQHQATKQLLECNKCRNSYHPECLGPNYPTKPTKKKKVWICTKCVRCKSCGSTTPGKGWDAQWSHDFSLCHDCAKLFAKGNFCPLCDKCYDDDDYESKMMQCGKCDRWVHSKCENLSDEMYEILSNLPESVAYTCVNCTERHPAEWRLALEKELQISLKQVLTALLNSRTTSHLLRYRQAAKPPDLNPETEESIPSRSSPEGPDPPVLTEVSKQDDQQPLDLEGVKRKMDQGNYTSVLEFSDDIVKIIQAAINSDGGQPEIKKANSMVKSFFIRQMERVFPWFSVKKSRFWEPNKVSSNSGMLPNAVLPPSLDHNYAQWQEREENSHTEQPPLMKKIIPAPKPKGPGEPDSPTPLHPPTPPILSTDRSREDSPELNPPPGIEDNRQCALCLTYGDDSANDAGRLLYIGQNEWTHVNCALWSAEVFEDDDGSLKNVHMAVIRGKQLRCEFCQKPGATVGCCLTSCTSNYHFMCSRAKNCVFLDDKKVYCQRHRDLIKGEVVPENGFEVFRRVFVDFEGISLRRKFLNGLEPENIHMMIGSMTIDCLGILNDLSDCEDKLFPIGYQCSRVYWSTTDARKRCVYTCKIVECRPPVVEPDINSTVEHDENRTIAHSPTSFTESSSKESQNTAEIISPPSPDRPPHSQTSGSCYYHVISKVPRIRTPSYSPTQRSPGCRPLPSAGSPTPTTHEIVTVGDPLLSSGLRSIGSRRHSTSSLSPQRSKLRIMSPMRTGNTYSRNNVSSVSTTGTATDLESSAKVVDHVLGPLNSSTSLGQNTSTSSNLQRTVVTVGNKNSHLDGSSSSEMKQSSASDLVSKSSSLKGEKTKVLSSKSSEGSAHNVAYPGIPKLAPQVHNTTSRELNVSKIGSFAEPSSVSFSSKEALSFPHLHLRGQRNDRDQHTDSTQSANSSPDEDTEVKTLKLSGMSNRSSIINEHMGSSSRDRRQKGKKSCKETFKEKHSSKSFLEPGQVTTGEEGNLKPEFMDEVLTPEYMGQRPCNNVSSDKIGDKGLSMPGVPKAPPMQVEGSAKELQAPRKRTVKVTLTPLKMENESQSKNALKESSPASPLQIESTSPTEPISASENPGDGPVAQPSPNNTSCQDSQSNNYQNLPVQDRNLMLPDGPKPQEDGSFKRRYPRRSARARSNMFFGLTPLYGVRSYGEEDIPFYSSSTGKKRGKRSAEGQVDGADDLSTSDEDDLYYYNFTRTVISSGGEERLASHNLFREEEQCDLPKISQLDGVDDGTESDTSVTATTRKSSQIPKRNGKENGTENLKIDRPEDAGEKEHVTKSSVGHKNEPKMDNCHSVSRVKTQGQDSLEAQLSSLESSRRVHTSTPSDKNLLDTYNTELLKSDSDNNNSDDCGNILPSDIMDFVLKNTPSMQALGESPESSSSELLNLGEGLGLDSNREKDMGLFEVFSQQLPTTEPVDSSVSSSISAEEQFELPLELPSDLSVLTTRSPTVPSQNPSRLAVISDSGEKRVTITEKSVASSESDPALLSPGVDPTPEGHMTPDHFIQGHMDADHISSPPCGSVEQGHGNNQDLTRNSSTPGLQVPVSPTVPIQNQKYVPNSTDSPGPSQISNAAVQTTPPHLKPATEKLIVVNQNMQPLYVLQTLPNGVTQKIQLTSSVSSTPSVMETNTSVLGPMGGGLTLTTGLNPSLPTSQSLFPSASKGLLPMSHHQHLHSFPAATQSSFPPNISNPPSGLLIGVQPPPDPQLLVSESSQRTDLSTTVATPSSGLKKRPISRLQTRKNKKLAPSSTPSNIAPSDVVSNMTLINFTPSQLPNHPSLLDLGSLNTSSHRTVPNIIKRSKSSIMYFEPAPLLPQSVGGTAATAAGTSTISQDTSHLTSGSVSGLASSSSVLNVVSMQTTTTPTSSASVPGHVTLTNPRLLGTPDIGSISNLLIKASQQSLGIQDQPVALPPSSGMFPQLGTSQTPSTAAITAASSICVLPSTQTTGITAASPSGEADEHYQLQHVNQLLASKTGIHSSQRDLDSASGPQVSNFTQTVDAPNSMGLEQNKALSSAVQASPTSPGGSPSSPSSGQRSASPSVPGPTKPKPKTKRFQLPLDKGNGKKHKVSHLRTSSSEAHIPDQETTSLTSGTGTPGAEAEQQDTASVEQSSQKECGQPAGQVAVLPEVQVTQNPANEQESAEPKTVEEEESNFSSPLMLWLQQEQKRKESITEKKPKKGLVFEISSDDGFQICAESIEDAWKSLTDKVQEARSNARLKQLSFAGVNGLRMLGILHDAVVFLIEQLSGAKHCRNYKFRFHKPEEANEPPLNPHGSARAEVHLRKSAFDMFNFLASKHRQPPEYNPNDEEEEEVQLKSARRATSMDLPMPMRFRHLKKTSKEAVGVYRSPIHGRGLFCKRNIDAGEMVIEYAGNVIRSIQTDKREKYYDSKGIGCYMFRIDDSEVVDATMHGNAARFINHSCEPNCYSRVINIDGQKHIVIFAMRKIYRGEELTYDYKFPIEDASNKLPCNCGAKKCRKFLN
#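 Purified MLL-CXXC (added from a 7 uM solution) was preincubated 5 min at ambient with pinned compounds in 50 mM Tris-HCl pH 7.5, 50 mM NaCl, 1 mM DTT, 0.05% BSA. Fluorescein-labeled HOX-A9 DNA (50 nM solution) followed, 30 min, then polarization read.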
# The depositor's hits bear a star; u = inconclusive; x = not tested or not shown; & = joins results of further samples; [ ] = remark or other dose. Unless noted, calls come from the whole dose curve; as a rule, active = well fitted curve in the direction sought with a large enough effect; inconclusive = small, poorly fitted or top-dose-only effect, or another doubt; inactive = no such curve, though single readings can be large; an effect the other way counts as inactive or inconclusive. Potency is the fitted concentration of half-maximal effect. Only part of the results is shown. The share of hits here may be higher or lower than overall.
SMILES,MBNL1-CUG inh,Rab9 promoter act,uPA generation,ELG1 genotox,BRCA1 expr up,NPC1 prom act,RORgamma inh,p53 reactivation,FLuc modulator,VP16 counter,CXXC DNA block
Cc1cccc(N2CCN(C(=O)Cn3sc4nc(C)cc(C)c4c3=O)CC2C)c1 (configuration not stated),2%,-9%,u,-2%,-11%,1%,7.1µM*,-6%,u,13µM*,11%
Cc1ccc(Nc2nc(N)nc(CSc3nnc(C)s3)n2)cc1,-2%,4.5µM*,-22%,u,90%,2.5µM*,22%,7%,11µM*,5%,0%
O=C(O)c1ccccc1C(=O)Nn1cnnc1,-6%,3%,2%,1%,7%,-2%,1%,-8%,-1%,0%,1%
CCCc1nc2nc(C)c(NS(=O)(=O)c3ccc(Cl)cc3)c(=O)n2[nH]1,-3%,3%,3%,1%,3%,2%,9%,-2%,-7%,5%,24%
C/C(CC(=O)Nc1ccc(OCc2ccccc2)cc1)=N\NC(=O)C(=O)Nc1ccccc1C,-4%,15%,3%,3%,32%,13%,u,-7%,-12%,-2%,35%[activator]
COc1ccc(C(=O)NCc2nnc(SCCOc3ccccc3)n2C)cc1,-8%,-3%,2%,-8%,18%,-5%,10%,-11%,1%,3%,3%
O=C(Nc1ccc2c(c1)CCC2)C1CCN(c2ncccn2)CC1,4%,0%,-2%,-3%,25%,16%,u,3%,u,25%,10%
Cc1onc(-c2c(F)cccc2Cl)c1C(=O)Nc1sc2c(c1C#N)CCC(C(C)(C)C)C2 (configuration not stated),7%,-17%,10%,-7%,-63%,-1%,u,6%,13%,-22%,10%
Cn1c2ccccc2c(=O)c2ccc(C#CC3(N)CCCCC3)cc21,u,2µM*,u,7.3µM*,5.6µM*,4µM*,-37%,x,6.7µM*,-11%,u
CC1=C(C(=O)Nc2ccccn2)C(c2ccc3c(c2)OCO3)C2=C(CC(C)(C)CC2=O)N1 (configuration not stated),-10%,-5%,0%,14%,4%,0%,-2%,11%,-11%,6%,-2%
O=C(CCS(=O)(=O)c1cc2c(cc1Cl)NC(=O)CO2)NCc1ccccc1,-3%,1%,5%,0%,1%&-4%,-3%,-9%,3%,-1%&-7%,2%,25%
O=C(N=C1SC2CS(=O)(=O)CC2N1c1cc(Cl)ccc1Cl)C1CC1 (configuration not stated),-5%,-2%,-1%,5%,-8%,-4%,0%,6%,3%,-1%,-4%
CC(C)(C)OC(=O)N1CCN(C(=O)Nc2ccc3c(c2)OCCO3)CC1,1%,18%,1%,2%,96%,14%,8%,u,u,1%,3%
Cc1ccc(C(=O)N(CCCN(C)C)c2nc3ccc(Cl)cc3s2)cc1C,-5%,-2%,3%,-8%,-61%,-4%,10µM*,7%,-2%,18µM*,12%
CCOC(=O)c1sc(C)c2c(=O)n(Cc3ccc(Cl)cc3)c(C)nc12,17%,-3%,2%,-4%,13%,0%,43%,-1%,4%,-2%,22%
COc1ccc(-n2c(Cc3cccn3C)nnc2SCC(=O)NC2CCCC2)cc1,u,-1%,11%,-15%,2%,-1%,-9%,-3%,2%,14%,-5%
CC1(C)NC(=O)NC2(C)NC(=O)NC(C)(C)C12 (configuration not stated),-7%,-5%,4%,2%,-30%,0%,-3%,0%,0%,-3%,-2%
CCCCCCCCC(=O)N/N=C(\C)c1cccnc1,3%,-5%,0%,3%,-5%,-4%,4%,-2%,0%,-3%,-9%
Cc1ccc(C(C)C)c(OCC(=O)NNC(=O)Cn2[nH]c(=O)c3ccccc3c2=O)c1,x,-4%,11%,0%,-5%,-3%,x,-7%,1%,x,x
Nc1ccc2c(c1)C(=O)N(CCCCCC(=O)O)C2,5%,0%,-5%,0%,0%,-2%,-5%,3%,1%,1%,3%

# A run of entries from further up, for reference:
SMILES,MBNL1-CUG inh,Rab9 promoter act,uPA generation,ELG1 genotox,BRCA1 expr up,NPC1 prom act,RORgamma inh,p53 reactivation,FLuc modulator,VP16 counter,CXXC DNA block
Cc1cccc(N2CCN(C(=O)Cn3sc4nc(C)cc(C)c4c3=O)CC2C)c1 (configuration not stated),2%,-9%,u,-2%,-11%,1%,7.1µM*,-6%,u,13µM*,11%
Cc1ccc(Nc2nc(N)nc(CSc3nnc(C)s3)n2)cc1,-2%,4.5µM*,-22%,u,90%,2.5µM*,22%,7%,11µM*,5%,0%
O=C(O)c1ccccc1C(=O)Nn1cnnc1,-6%,3%,2%,1%,7%,-2%,1%,-8%,-1%,0%,1%
CCCc1nc2nc(C)c(NS(=O)(=O)c3ccc(Cl)cc3)c(=O)n2[nH]1,-3%,3%,3%,1%,3%,2%,9%,-2%,-7%,5%,24%
C/C(CC(=O)Nc1ccc(OCc2ccccc2)cc1)=N\NC(=O)C(=O)Nc1ccccc1C,-4%,15%,3%,3%,32%,13%,u,-7%,-12%,-2%,35%[activator]
COc1ccc(C(=O)NCc2nnc(SCCOc3ccccc3)n2C)cc1,-8%,-3%,2%,-8%,18%,-5%,10%,-11%,1%,3%,3%
O=C(Nc1ccc2c(c1)CCC2)C1CCN(c2ncccn2)CC1,4%,0%,-2%,-3%,25%,16%,u,3%,u,25%,10%

# Next part
SMILES,MBNL1-CUG inh,Rab9 promoter act,uPA generation,ELG1 genotox,BRCA1 expr up,NPC1 prom act,RORgamma inh,p53 reactivation,FLuc modulator,VP16 counter,CXXC DNA block
O=C(NNC(=O)c1ccccc1[N+](=O)[O-])c1cccs1,u,-7%,7%,3%,13%,-1%,27%,-1%,-9%,14%,8%
COCCn1c(-c2ccc(OC)cc2)cnc1N,-1%,18%,5%,-3%,1%,18%,u,9%,-7%,2%,3%
O=C(CC12CC3CC(CC(Br)(C3)C1)C2)Nc1cccc(S(=O)(=O)NC2=NCCC2)c1,-2%,-2%,-3%,0%,0%,-2%,-4%,-2%,-7%,0%[10 µM],-6%
O=C(NCc1ccc2c(c1)OCO2)C1CCN(c2ncccn2)CC1,3%,-5%,x,0%,0%,-2%,-1%,1%,1%,1%,1%
CN(C)CCCNC(=O)c1ccccc1Oc1ccccc1,-7%,-5%,-3%,1%,-17%,9%,3%,-5%,-2%,-7%,-4%
CC1CN(c2ccc(Oc3ccccc3)cc2)c2nc3c(c(=O)[nH]c(=O)n3C)n2C1 (configuration not stated),0%,12%,4%,-2%,-4%,-2%,24%,5%,0%,-4%,-6%
COC(=O)c1ccccc1NC(=S)NC(NC(=O)COc1ccccc1)C(Cl)(Cl)Cl (configuration not stated),2%,-4%,3%,-3%,-9%,-3%,5.6µM*,1%,0%,u,12%
COc1ccc(OC)c(CNc2ccc3c(c2)CCC3)c1,17%,10%,2%,16%,6%,11%,x,x,u,x,13%
Cc1cc(NC(=O)CSc2nc3cc4c(cc3c(=O)n2CCc2ccccc2)OCO4)no1,2%,-3%,0%,-1%,9%,-3%,-2%,8%,4%,20%,28%
COc1ccc(N2CCN(S(=O)(=O)CCNC(=O)COc3ccc(Cl)cc3)CC2)cc1,0%,3%,4%,3%,2%,-3%,2%,-3%,1%,-2%,16%
Cc1ccc([N+](=O)[O-])cc1S(=O)(=O)N1CCN(C)CC1,u,-5%,-2%,0%,1%,-5%,29%,16%,2%,12%,-8%
COc1ccccc1NS(=O)(=O)c1cc(C(=O)NCC(c2ccco2)N(C)C)ccc1C (configuration not stated),x,1%,-8%,-4%,-11%,-2%,x,7%,1%,x,x
COc1ccc(CCCc2nnc(SCC(=O)Nc3nc(C)cs3)n2C)cc1C,1%,-2%,-2%,-2%,0%,-6%,-41%,-8%,-1%,-13%,4%
Cc1cc(C)nc(NC=C2C(=O)OC(C)(C)OC2=O)n1,x,-2%,7%,-2%,-4%,0%,-11%,6%,2%,7%,3%

# From PubChem
